Spn DPM-DC inh = S. pneumoniae DPM-DC inhibition; purified DPM-DC, PK/LDH coupled NADH fluorescence; calls only at 10 µM; actives 0.49% (n = 65,000); AID 556;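 active = the 320 compounds with the highest percent inhibition in the single-dose primary screen, excluding strongly autofluorescent ones, cut at about 32% in these data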;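 also: kinetic rate of NADH fluorescence loss reporting ADP formed by the decarboxylase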
HT1080 viability = HT1080 cell viability loss – fluorescence readout (AID 620). HT1080 viability, fluorescence; higher % means a stronger effect. cytotoxicity, % at 10 µM; hits with a dose series show EC50 in µM. actives 0.42% (n = 87,000); in the data active = cytotoxicity above about 50%;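 also: cells exposed to compound overnight then 4 h with Alamar Blue; 0% = vehicle DMSO and 100% = killing control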
Spn PMK inh = blocks S. pneumoniae phosphomevalonate kinase; purified PMK, PK/LDH-coupled NADH absorbance 340 nm; inhibition, % at 10 µM; actives 0.49% (n = 65,000);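 active = top-ranked compounds by inhibition in the single 10 µM screen, taking a fixed number of the strongest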;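 also: 0% = full reaction with DMSO carrier and 100% = background rate without enzyme reaction; no value below 0 was filed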
LYP inhibition = LYP phosphatase inhibitors, primary screen, biochemical, DiFMUP fluorescence, recombinant catalytic domain, 10 µM (AID 606) | recombinant LYP catalytic domain, DiFMUP fluorescence; higher % means a stronger effect | one-dose inhibition, % at 10 µM; IC50 in µM for titrated hits | 52,000 tested, under 10 active;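 active = IC50 under 40 µM in the dose-response test; inactive = IC50 of 40 µM or more, or never dose-tested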
MK inhibit = blocks S. pneumoniae mevalonate kinase; inhibition, % at 10 µM; actives 0.48% (n = 65,000); purified MK, PK/LDH-coupled NADH absorbance 340 nm;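 active = ranked among the strongest by inhibition in the single 10 µM screen, a fixed top-ranked set picked for dose follow-up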; also: no value below 0 was filed
* marks the source's active call; other numbers are inactive results; i = inactive; . = not tested or not shown. These rows are one share of the data, so the mix of outcomes need not match the whole.

SMILES	Spn DPM-DC inh	HT1080 viability	Spn PMK inh	LYP inhibition	MK inhibit
Cc1ccccc1NC(=O)Cc1nc(CSc2nnc(-c3ccc4c(c3)OCO4)o2)cs1	.	-10%	.	.	.
COc1ccc(OC)c(N(CC(=O)N2CCCCC2)S(=O)(=O)c2ccc(OC)c(OC)c2)c1	.	-1%	.	.	.
Cc1cc(C)n(C(=O)CCCCCCCC(=O)n2nc(C)cc2C)n1	.	-6%	.	.	.
CCC(C(=O)N1CCN(C(=O)c2ccco2)CC1)c1ccccc1 (stereo unspecified)	.	-7%	.	.	.
CC(C)CC(=O)Nc1nc(=S)ss1	.	-1%	.	.	.
Cc1oc(C(C)(C)C)cc1C(=O)N1CCCC1C(=O)O (stereo unspecified)	.	-4%	.	.	.
CCOC(=O)N1CCN(CC(O)COCc2ccc(Cl)cc2)CC1 (stereo unspecified)	.	-1%	.	.	.
COc1ccc(NC(=O)c2ccccc2F)cc1Cl	.	28%	.	.	.
CCCC(C(=O)O)N1C(=O)/C(=C2\C(=O)N(C)c3ccccc32)SC1=S (stereo unspecified)	.	-10%	.	.	.
CCC1=C2CC[C@H]3C(=O)N(CC(=O)OC)C(=O)[C@H]3[C@H]2[C@@]2(C)C(=NCCc3c[nH]c4ccccc34)OC(=O)N2C1=O	.	-30%	.	.	.
COC(=O)[C@@]1(Cc2ccc(F)cc2)[C@H]2c3cc(C(=O)N4CCCC4)n(Cc4cccc5ccccc45)c3C[C@H]2CN1C(=O)c1ccccc1	.	-38%	.	.	.
O=Cc1ccc(O)c(O)c1	.	5%	.	-4%	.
Cc1ccccc1Cn1cc(S(=O)(=O)CC(=O)N2CCCCC2)c2ccccc21	.	-4%	.	-10%	.
C[N+](C)(C)CCOP(=O)(O)OP(=O)([O-])OC[C@H]1O[C@@H](n2ccc(N)nc2=O)[C@H](O)[C@@H]1O	.	-8%	.	2%	.
Cc1csc(N)n1	.	3%	.	11%	.
CCCCCCCCCCCCCCCC(=O)OC[C@H](COP(=O)([O-])OCC[N+](C)(C)C)OC(=O)CCCCCCCCCCCCCCC	.	-10%	.	22%	.
CC(C)(Sc1cc(C(C)(C)C)c(O)c(C(C)(C)C)c1)Sc1cc(C(C)(C)C)c(O)c(C(C)(C)C)c1	.	-9%	.	14%	.
COc1ccc(Cc2nnc(NC(=O)Cc3cccs3)s2)cc1OC	i	.	16	.	0
CCCc1[nH]nc2c1C(C1CC=CCC1)C(C#N)=C(N)O2 (stereo unspecified)	i	.	1	.	7
Cc1ccc(S(=O)(=O)N(C)CCCC(=O)Nc2ccccn2)cc1	i	.	0	.	6
Cc1nn(-c2ccccc2)c2sc(C(=O)OCn3nnc4ccccc4c3=O)cc12	i	.	3	.	0
O=C1C=C(NCCN2CCOCC2)CC(c2ccccc2)C1 (stereo unspecified)	i	.	19	.	0

One compound at a time, as listed above. Screens in order: Spn DPM-DC inh | HT1080 viability | Spn PMK inh | LYP inhibition | MK inhibit
Cc1ccccc1NC(=O)Cc1nc(CSc2nnc(-c3ccc4c(c3)OCO4)o2)cs1 is entered as . | -10% | . | . | .
CCOC(=O)N1CCN(CC(O)COCc2ccc(Cl)cc2)CC1 (stereo unspecified) is entered as . | -1% | . | . | .

Structures shown so far that contain nitrogen in an aromatic ring (twelve):
SMILES	Spn DPM-DC inh	HT1080 viability	Spn PMK inh	LYP inhibition	MK inhibit
Cc1ccccc1NC(=O)Cc1nc(CSc2nnc(-c3ccc4c(c3)OCO4)o2)cs1	.	-10%	.	.	.
Cc1cc(C)n(C(=O)CCCCCCCC(=O)n2nc(C)cc2C)n1	.	-6%	.	.	.
CC(C)CC(=O)Nc1nc(=S)ss1	.	-1%	.	.	.
CCC1=C2CC[C@H]3C(=O)N(CC(=O)OC)C(=O)[C@H]3[C@H]2[C@@]2(C)C(=NCCc3c[nH]c4ccccc34)OC(=O)N2C1=O	.	-30%	.	.	.
COC(=O)[C@@]1(Cc2ccc(F)cc2)[C@H]2c3cc(C(=O)N4CCCC4)n(Cc4cccc5ccccc45)c3C[C@H]2CN1C(=O)c1ccccc1	.	-38%	.	.	.
Cc1ccccc1Cn1cc(S(=O)(=O)CC(=O)N2CCCCC2)c2ccccc21	.	-4%	.	-10%	.
C[N+](C)(C)CCOP(=O)(O)OP(=O)([O-])OC[C@H]1O[C@@H](n2ccc(N)nc2=O)[C@H](O)[C@@H]1O	.	-8%	.	2%	.
Cc1csc(N)n1	.	3%	.	11%	.
COc1ccc(Cc2nnc(NC(=O)Cc3cccs3)s2)cc1OC	i	.	16	.	0
CCCc1[nH]nc2c1C(C1CC=CCC1)C(C#N)=C(N)O2 (stereo unspecified)	i	.	1	.	7
Cc1ccc(S(=O)(=O)N(C)CCCC(=O)Nc2ccccn2)cc1	i	.	0	.	6
Cc1nn(-c2ccccc2)c2sc(C(=O)OCn3nnc4ccccc4c3=O)cc12	i	.	3	.	0

From PubChem BioAssay
